Rpn11 block – blocks the human proteasome subunit Rpn11. O00487. actives 0.59% (n = 360,000). human 26S proteasome, Ub4-pepOG fluorescence polarization; 20S core pre-blocked with epoxomicin. calls only at 20 µM;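 active = inhibition at 20 µM, scaled to each plate's controls, above about 33%, limit read from the data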
SUMO1 PPI mod – alters human SUMO1 binding to SIM partners. actives 0.33% (n = 360,000). inhibition, % at 20 µM. SUMO1 binding to a labelled peptide, TR-FRET, 1 h; in the data active = inhibition above about 37%
Target sequence (P63165 whole entry, looked up): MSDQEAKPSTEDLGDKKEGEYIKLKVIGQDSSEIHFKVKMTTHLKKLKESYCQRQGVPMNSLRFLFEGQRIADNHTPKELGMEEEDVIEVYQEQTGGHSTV
NadD inh – blocks S. aureus nicotinate mononucleotide adenylyltransferase. actives 0.78% (n = 360,000). purified NadD enzyme, colorimetric absorbance read-out. inhibition, % at 20 µM; in the data active = inhibition above about 26%; note: some compounds past the cut are filed as inactive
STEP inh – blocks human striatal-enriched tyrosine phosphatase; P54829; recombinant STEP, OMFP fluorogenic substrate, fluorescence; actives 0.25% (n = 360,000); inhibition, % at 20 µM; AID 588621;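 active = inhibition at 20 µM, scaled per plate between control wells, above about 37%, limit read from the data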;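 note: 0% = DMSO with enzyme and substrate and 100% = substrate only without enzyme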
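System: isolated STEP enzyme; schedule: 20 min enzyme reaction at room temperature, protected from light; medium: Bis-Tris buffer pH 6.0, 2.5 mM DTT, 0.005% Tween 20; signal: fluorescence, 480/540 nm; dosing: single compound dose of 20 µM, 1% DMSO final; also added: OMFP substrate, 25 µM final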
LMPTP block – LMPTP (human) inhibition. P24666. recombinant LMPTP-A, OMFP fluorogenic substrate, fluorescence intensity. inhibition, % at 20 µM. actives 0.22% (n = 360,000);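 active = compounds that cut the enzyme signal by at least half of the control window in the single-dose screen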;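 note: plate controls were DMSO wells with enzyme plus substrate for no effect and substrate without enzyme for full effect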
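Test system: LMPTP-A phosphatase enzyme. Amount: LMPTP-A at 0.625 nM final in the reaction. Reagent: OMFP substrate, 400 µM final. Times: 50 min at room temperature. Signal: endpoint fluorescence intensity from OMFP dephosphorylation. Read-out basis: % inhibition. Benchmarks: no-enzyme and uninhibited controls.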
CSN inh – CSN deneddylation inhibition | inhibition, % at 12.5 µM | Purified CSN, SCF-Nedd8-OG deneddylation, fluorescence polarization | actives 0.38% (n = 360,000) | Q92905;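 active = pattern-corrected inhibition above about 35%, with an unprinted fluorescence ratio check between 0.5 and 1.5, limit read from the data, passing the limit was not always enough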;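 note: 0% = enzyme with substrate and 100% = substrate without enzyme; some results filed as inactive read as strong as hits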
Target sequence (Q92905 whole entry, looked up, one chain of several): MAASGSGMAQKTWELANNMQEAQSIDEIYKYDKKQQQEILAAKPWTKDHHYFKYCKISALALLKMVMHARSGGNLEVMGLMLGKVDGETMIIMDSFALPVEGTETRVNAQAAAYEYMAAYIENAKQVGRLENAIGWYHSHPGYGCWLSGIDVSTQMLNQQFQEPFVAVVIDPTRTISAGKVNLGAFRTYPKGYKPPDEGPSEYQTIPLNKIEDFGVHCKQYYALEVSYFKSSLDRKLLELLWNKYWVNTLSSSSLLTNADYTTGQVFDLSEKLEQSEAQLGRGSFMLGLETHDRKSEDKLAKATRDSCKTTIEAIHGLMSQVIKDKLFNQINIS
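Assay system: HEK293T-derived human Csn5 enzyme; quantity: 0.24 nM enzyme; medium: Tris/NaCl/DTT buffer, pH 7.5; also added: substrate SCFSkp2-Nedd8OG, 10 nM; doses: 12.5 µM compound; schedule: 90 min reaction at room temperature; signal: FP; read-out: % inhibition of substrate cleavage by Csn5; benchmarks: substrate-only high control, full reaction low control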
DNMT1 block – blocks human DNA methyltransferase DNMT1; P26358; AID 588458; DNMT1 molecular beacon, Hinp1I cleavage, fluorescence; actives 0.83% (n = 360,000); inhibition (reported as % activation of signal), % at 10 µM; in the data active = inhibition above about 50%
Scp-1 inhibitor – inhibitors of human Scp-1 phosphatase | actives 0.88% (n = 340,000) | inhibition, % at 20 µM | Recombinant Scp1, phosphopeptide, malachite green phosphate absorbance;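 active = inhibition above about 50% at 20 µM, limit read from the data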;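 note: plate controls were DMSO wells with enzyme for no effect and wells lacking enzyme for full effect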
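Material – SCP-1 phosphatase catalytic domain, residues 76-261 · Buffer or medium – Acidic Tris acetate buffer with magnesium and detergent · Also added – Phospho 17-mer peptide substrate · Compound – single 20 µM dose, 1% DMSO · Times – 45 min room-temperature reaction, 5 min colour, 30 min stabiliser · Technique – Phosphate-binding colour reagent, absorbance read at 630 nm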
TbMetRS inhib – Trypanosoma brucei MetRS inhibition; purified T. brucei MetRS, ATP depletion, Kinase-Glo luminescence; inhibition, % at 11.9 µM; actives 0.4% (n = 360,000);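 active = inhibition above a per-plate cutoff of the control wells' mean inhibition plus 3 SD, cut at about 5.5% in these data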;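 note: 0% = DMSO wells median and 100% = median of wells with control inhibitor compound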
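Dosing: 11.9 µM single point; system: parasite MetRS enzyme; technique: luminescence of leftover ATP; times: 15 min enzyme-compound preincubation, 2 h reaction, 10 min detection, 25 °C; replicates: each compound tested once; read-out basis: percent inhibition relative to median high and low control wells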
PABP1 MLLE inh – blocks PAM2 peptide binding to the PABP1 MLLE domain; GST-MLLE / FITC-PAM2 fluorescence polarization; inhibition, % at 20 µM; AID 588489; actives 0.36% (n = 360,000); in the data active = inhibition above about 35%, passing the limit was not always enough;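 note: plate controls were DMSO wells with GST-MLLE for no effect and wells lacking GST-MLLE protein for full effect; some results filed as inactive read as strong as hits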
Target sequence (P11940 whole entry, looked up, the tested form may be a part): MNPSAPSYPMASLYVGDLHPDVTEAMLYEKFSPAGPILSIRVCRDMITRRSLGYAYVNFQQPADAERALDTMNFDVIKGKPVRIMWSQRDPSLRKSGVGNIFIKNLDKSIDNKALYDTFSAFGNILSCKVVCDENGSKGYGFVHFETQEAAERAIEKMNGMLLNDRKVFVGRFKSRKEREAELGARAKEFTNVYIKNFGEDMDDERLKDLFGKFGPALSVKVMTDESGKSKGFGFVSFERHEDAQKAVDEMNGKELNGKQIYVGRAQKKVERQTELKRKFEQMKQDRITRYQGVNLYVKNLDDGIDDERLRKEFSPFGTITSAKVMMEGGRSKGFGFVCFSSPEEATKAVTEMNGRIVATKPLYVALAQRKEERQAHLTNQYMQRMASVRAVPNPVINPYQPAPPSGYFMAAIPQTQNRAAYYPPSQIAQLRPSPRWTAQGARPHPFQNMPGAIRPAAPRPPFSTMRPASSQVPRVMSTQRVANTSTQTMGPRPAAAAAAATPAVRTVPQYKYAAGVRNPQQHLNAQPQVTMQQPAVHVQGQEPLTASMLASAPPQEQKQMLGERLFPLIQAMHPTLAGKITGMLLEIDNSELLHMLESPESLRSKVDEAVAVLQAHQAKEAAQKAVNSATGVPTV
The depositor's hits bear a star; i = inactive; nt = not tested or not shown; + = active, no number.

SMILES	Rpn11 block	SUMO1 PPI mod	NadD inh	STEP inh	LMPTP block	CSN inh	DNMT1 block	Scp-1 inhibitor	TbMetRS inhib	PABP1 MLLE inh
CCCCC(=O)Nc1ccccc1N1CCN(c2ccc(F)cc2)CC1	i	15	-5	7	2.2	-4	4	1	0.0	7
O=C(NC1CCCCC1)C(c1ccccc1F)n1c(=O)c(-c2ccco2)nc2ccccc21 (stereo not drawn)	nt	6	nt	nt	1.6	20	nt	nt	-0.4	nt
O=S1(=O)c2ccc(Br)cc2N2CCC[C@H]2CN1Cc1ccccc1	i	4	1	-2	3.2	-9	0	-7	-1.7	-3
C/C(=N\N(c1ccccc1)c1ccccc1)c1ccco1	i	1	-3	0	1.4	-2	2	-7	-0.6	9
COc1cc(S(=O)(=O)N2CCOCC2)ccc1NC(=O)c1cc2c(s1)CCC2	i	-2	1	0	-0.4	-6	-5	-6	-1.1	7
CCCCC(=O)N(c1ccc(OC)cc1)C1C=CS(=O)(=O)C1 (stereo not drawn)	i	3	-6	-1	-2.3	2	-2	0	-0.3	2
Cc1cc(Cl)cc(Br)c1OCCCCn1cncn1	i	-2	-2	0	-1.8	-5	1	-3	2.4	5
NNC(=O)[C@H](Cc1ccccc1)NC(=O)Nc1ccc2c(c1)OCCO2	i	2	-1	1	-0.5	-3	-2	-3	0.6	-7
CCOc1ccc(C(=O)NC(=S)Nc2ccc(N3CCCCC3)cc2)cc1[N+](=O)[O-]	i	-9	10	3	3.6	-18	-7	-5	-0.1	32
N#CC(=C1CCCC1)c1nc(-c2ccccc2O)cs1	i	-2	6	2	-0.3	-5	-13	12	-1.0	-14
CC1CCCC(NC(=O)CSc2nccn2C)C1C (stereo not drawn)	i	-1	4	0	-0.9	-4	0	23	-0.4	-50
CCOC(=O)CSc1nnc(CNC(=O)c2cccs2)n1CCc1ccccc1	i	1	4	0	-0.5	-2	-2	-2	0.0	-4
Cc1[nH]c(=O)[nH]c(=O)c1S(=O)(=O)N1CCOCC1	i	-4	-2	0	-0.1	3	0	-3	-0.6	-4
COc1ccc(CCNc2ccc(C(=O)O)cc2[N+](=O)[O-])cc1OC	i	-22	-2	0	2.0	-6	-1	4	-0.6	-11
C/C(=N\NC(=O)c1cccc(Br)c1)c1ccc(Br)cc1	i	0	6	0	-0.3	-2	2	0	-0.2	-7
O=C(NCCc1ccncc1)Nc1cccc(Cl)c1	i	0	-1	3	0.2	1	3	-5	0.7	-1
CC(=O)Nc1ccc(NC(=O)c2ccc(Cl)nc2)cc1	i	2	-7	8	-0.4	3	-2	3	-0.4	-9
O=S(=O)(NCc1ccccc1)NCc1ccccc1F	i	0	-1	-2	-2.1	6	1	-4	-0.2	-1
Cc1cc(Cl)c2c(c1)[C@]1(C(=O)N2)[C@@H]2C(=O)N(Cc3ccccc3)C(=O)[C@@H]2[C@@H]2CCCN21	i	-3	6	-2	1.0	2	-21	5	-0.2	5
CC(NC(=O)c1ccc(Br)cc1)C(=O)NC1=NCCS1 (stereo not drawn)	i	2	-1	-2	-2.1	-3	-1	-8	-0.7	30
CCc1c(C)nc2c(OC)cccc2c1Cl	i	-3	-4	1	0.7	6	-40	-10	-0.7	3
Cc1cccc(NC(=O)CCN2C(=O)C3C4C=CC(C4)C3C2=O)n1 (stereo not drawn)	i	-2	-5	-1	-0.3	-2	4	-4	-0.8	-1
CCCOC(=O)c1ccc(OCC(O)Cn2c(C)nc3ccccc32)cc1 (stereo not drawn)	i	1	-4	-1	2.2	-2	-9	-7	-0.5	-2
COc1ccc(CN2CCNC(=O)C2CC(=O)N(C)Cc2nccs2)cc1OC (stereo not drawn)	i	0	-4	-1	-1.3	-1	-3	-15	0.1	-1
CCOC(=O)Cn1c(C)c(Br)c(=O)c2cccc(C)c21	i	0	-4	5	0.9	3	0	-5	-0.6	-3
Other structures
SMILES	Rpn11 block	SUMO1 PPI mod	NadD inh	STEP inh	LMPTP block	CSN inh	DNMT1 block	Scp-1 inhibitor	TbMetRS inhib	PABP1 MLLE inh
CC1CN(c2nc3ccccc3nc2C(C#N)C(=O)NCc2ccc3c(c2)OCO3)CC(C)O1 (stereo not drawn)	i	-3	4	-2	0.7	0	-1	-6	-0.9	-29
O=C(NC12CC3CC(CC(C3)C1)C2)N1CCN(c2ccccn2)CC1	i	0	-4	-2	-1.0	3	4	2	-1.6	4
COC(=O)Nc1ccc(C)c(NC(=O)OC)c1	i	1	0	0	-2.4	1	-1	-6	-0.2	7
COc1ccccc1NC(=O)CSc1nnc(CC(=O)Nc2ccccc2C)n1C	i	-11	-4	1	1.0	3	1	-3	-0.1	-2
CN(CC(=O)Nc1ccccc1Br)C(=O)c1ccc(-c2ccc(Cl)cc2)o1	i	-9	-9	2	1.0	0	-4	-5	-0.8	-13
O=C(CNC(=O)C12CC3CC(CC(C3)C1)C2)N1CCCC(C(F)(F)F)C1 (stereo not drawn)	i	-79	12	-1	-12	-7	-22	nt	0.0	-2
Cc1nc2cc(NC(=O)Nc3cccc(F)c3)ccc2n1C	i	3	-2	-1	7.0	-2	2	3	-0.8	3
C=CCn1c(=O)c(C(=O)NC(C)c2ccccc2)c(O)c2ccccc21 (stereo not drawn)	i	3	-2	-1	1.0	3	84*	-11	-0.4	-8
O=C(CN1C(=O)/C(=C/c2ccccc2F)Sc2ccccc21)N1CCN(c2ccccn2)CC1	i	-2	5	0	3.0	-2	0	-7	2.6	-3
Cc1cc(NC(=O)COc2ccccc2C)ccc1NC(=O)c1ccco1	i	0	-4	2	0.0	2	-1	-1	0.0	-5
CSc1nnc(CCCCCNC(=O)OC(C)(C)C)o1	i	4	-8	-2	-1.3	2	-1	3	1.5	-2
COC(=O)c1c(C)[nH]c(C=Nc2ccc(OC)cc2)c1C	i	-2	-8	3	1.0	3	1	-6	0.1	2
COc1ccc(NC(=O)c2cc3ccccc3[nH]2)cc1	i	-2	-1	0	-0.1	0	0	4	-0.5	-3
Cn1c(=O)c2c(O)c(Cc3ccccc3)c(=O)[nH]c2n(C)c1=O	i	25	0	0	0.0	1	3	-10	1.3	1
COCCNC(=O)Cn1nc(-c2ccccc2F)ccc1=O	i	-6	-8	0	-0.5	2	2	-5	-0.1	-9
CC1=CCC2C(=O)N(c3ccc(C(=O)Nc4ccccc4Cl)cc3)C(=O)C2C1 (stereo not drawn)	i	-2	-9	3	0.0	-8	1	-13	-0.5	1
O=C(c1ccnc(Cl)c1)N1CCCC(N2CCN(c3ccccc3F)CC2)C1 (stereo not drawn)	+	4	-7	1	1.8	1	-1	-3	-0.5	7
C=CCn1cc(C(=O)NCCOC)c(=O)c2cc(S(=O)(=O)N3CCCCCC3)ccc21	i	3	3	1	0.3	-5	2	-11	0.3	-2
COc1ccc(C2=NO[C@@H]3C(=O)N(c4c(C)cccc4C)C(=O)[C@H]23)cc1OC	i	-6	1	6	0.8	-7	-10	-9	-0.1	4
C#CCOC(=O)C1C2C=CC(C2)C1C(=O)O (stereo not drawn)	i	0	-2	-2	-1.9	2	3	2	-1.5	-4
CC(C)(C)c1ccc(C(=O)N2CCN(CCNC(=O)C(=O)NCc3ccccc3)CC2)cc1	i	3	-4	-2	-0.2	-6	-5	-7	-0.5	3
Cn1ccnc1SCC(=O)c1ccc(F)cc1	i	-1	0	-3	-0.3	5	2	-8	-0.7	-22
COc1ccc([C@H]2[C@@H](C#N)[C@H](C#N)N3CCCN23)cc1	i	0	2	1	-1.6	3	-3	-9	-0.2	-2
COc1nccc(-c2ccc(F)cc2)c1C#N	i	-4	-4	0	1.1	5	1	-5	0.2	-4
Cc1ccc(S(=O)(=O)CCC(=O)OCC(=O)c2ccc(F)cc2)cc1	i	3	-4	2	-0.9	7	10	-8	-0.4	9
Cc1nc2cc(Cl)c([N+](=O)[O-])cc2s1	i	-19	-2	2	-0.3	2	1	3	-1.0	-13
COc1ccc(S(=O)(=O)Cc2ccc(C(=O)NC(C)C)o2)cc1	i	-1	-3	-3	-0.9	-2	0	3	-0.1	5
CCOC(=O)c1c(C)[nH]c(C)c1S(=O)(=O)N(C)Cc1ccco1	i	-2	0	-2	-1.1	1	0	-6	0.0	10

Structural class: the entries above with a Cl atom (9)
SMILES	Rpn11 block	SUMO1 PPI mod	NadD inh	STEP inh	LMPTP block	CSN inh	DNMT1 block	Scp-1 inhibitor	TbMetRS inhib	PABP1 MLLE inh
Cc1cc(Cl)cc(Br)c1OCCCCn1cncn1	i	-2	-2	0	-1.8	-5	1	-3	2.4	5
O=C(NCCc1ccncc1)Nc1cccc(Cl)c1	i	0	-1	3	0.2	1	3	-5	0.7	-1
CC(=O)Nc1ccc(NC(=O)c2ccc(Cl)nc2)cc1	i	2	-7	8	-0.4	3	-2	3	-0.4	-9
Cc1cc(Cl)c2c(c1)[C@]1(C(=O)N2)[C@@H]2C(=O)N(Cc3ccccc3)C(=O)[C@@H]2[C@@H]2CCCN21	i	-3	6	-2	1.0	2	-21	5	-0.2	5
CCc1c(C)nc2c(OC)cccc2c1Cl	i	-3	-4	1	0.7	6	-40	-10	-0.7	3
CN(CC(=O)Nc1ccccc1Br)C(=O)c1ccc(-c2ccc(Cl)cc2)o1	i	-9	-9	2	1.0	0	-4	-5	-0.8	-13
CC1=CCC2C(=O)N(c3ccc(C(=O)Nc4ccccc4Cl)cc3)C(=O)C2C1 (stereo not drawn)	i	-2	-9	3	0.0	-8	1	-13	-0.5	1
O=C(c1ccnc(Cl)c1)N1CCCC(N2CCN(c3ccccc3F)CC2)C1 (stereo not drawn)	+	4	-7	1	1.8	1	-1	-3	-0.5	7
Cc1nc2cc(Cl)c([N+](=O)[O-])cc2s1	i	-19	-2	2	-0.3	2	1	3	-1.0	-13

Structures above shown as hits in DNMT1 block.
SMILES	Rpn11 block	SUMO1 PPI mod	NadD inh	STEP inh	LMPTP block	CSN inh	DNMT1 block	Scp-1 inhibitor	TbMetRS inhib	PABP1 MLLE inh
C=CCn1c(=O)c(C(=O)NC(C)c2ccccc2)c(O)c2ccccc21 (stereo not drawn)	i	3	-2	-1	1.0	3	84*	-11	-0.4	-8

Screening data from PubChem.
